HP1b binding inh: blocks HP1-beta chromodomain binding to methylated histone tails | P83916 | actives 0.56% (n = 390,000) | AlphaScreen HP1-beta / biotin-H3K9me3 peptide binding | Potency, µM (titrated, usually from 114 µM), inactives show top-dose activity change, negative = inhibition, hits mostly inhibitors; further: nearly all actives have a fitted effect of over 70% in size; inactives centre near 23
Target sequence (P83916 whole entry, looked up): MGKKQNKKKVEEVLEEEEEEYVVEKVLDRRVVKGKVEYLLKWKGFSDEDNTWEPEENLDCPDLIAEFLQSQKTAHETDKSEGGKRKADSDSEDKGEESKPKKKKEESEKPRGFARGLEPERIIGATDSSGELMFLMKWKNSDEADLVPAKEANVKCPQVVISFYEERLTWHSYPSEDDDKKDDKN
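AlphaScreen: HP1-beta (50 nM) preformed 30 min with biotin-H3(1-18)K9me3 peptide (50 nM) in PBS pH 7.4, 0.01% Tween-20. Compound added for 30 min at RT, then streptavidin donor/nickel chelate acceptor beads (10 ug/mL) for 30 min.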
Pin1 inh: blocks the human prolyl isomerase Pin1; AID 504891; Potency, µM (top dose mostly 115 µM), for inactives: at the highest dose activity, negative = inhibition, most hits filed as inhibitors; Pin1 FP peptide displacement, HiFluor488, 10 min; actives 0.009% (n = 390,000); active means well fitted inhibition curve with a large enough effect in the polarisation, with a control signal flat, not every such curve was filed as active; inconclusive means small, poorly fitted or top-dose-only effect, or effect the other way, or a change in a side signal; inactive means no such curve, though single readings can be large or run the other way; the % refers to the polarisation; further: on the % scale 0 is the no-effect control and ±100 the full control effect
Target sequence (Q13526 whole entry, looked up): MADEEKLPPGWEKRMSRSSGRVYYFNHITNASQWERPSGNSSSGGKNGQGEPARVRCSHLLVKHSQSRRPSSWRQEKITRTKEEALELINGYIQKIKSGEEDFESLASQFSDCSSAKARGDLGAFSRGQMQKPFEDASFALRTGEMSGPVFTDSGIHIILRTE
POLI inh: inhibitors of human DNA polymerase iota. Q9UNA4. Pol iota fluorescent replication assay, 10 min. Potency, µM (series often up to 115 µM), for the others: top-dose activity, negative = inhibition, actives largely listed as inhibitors. actives 1% (n = 390,000)
Target sequence (Q9UNA4 whole entry, looked up): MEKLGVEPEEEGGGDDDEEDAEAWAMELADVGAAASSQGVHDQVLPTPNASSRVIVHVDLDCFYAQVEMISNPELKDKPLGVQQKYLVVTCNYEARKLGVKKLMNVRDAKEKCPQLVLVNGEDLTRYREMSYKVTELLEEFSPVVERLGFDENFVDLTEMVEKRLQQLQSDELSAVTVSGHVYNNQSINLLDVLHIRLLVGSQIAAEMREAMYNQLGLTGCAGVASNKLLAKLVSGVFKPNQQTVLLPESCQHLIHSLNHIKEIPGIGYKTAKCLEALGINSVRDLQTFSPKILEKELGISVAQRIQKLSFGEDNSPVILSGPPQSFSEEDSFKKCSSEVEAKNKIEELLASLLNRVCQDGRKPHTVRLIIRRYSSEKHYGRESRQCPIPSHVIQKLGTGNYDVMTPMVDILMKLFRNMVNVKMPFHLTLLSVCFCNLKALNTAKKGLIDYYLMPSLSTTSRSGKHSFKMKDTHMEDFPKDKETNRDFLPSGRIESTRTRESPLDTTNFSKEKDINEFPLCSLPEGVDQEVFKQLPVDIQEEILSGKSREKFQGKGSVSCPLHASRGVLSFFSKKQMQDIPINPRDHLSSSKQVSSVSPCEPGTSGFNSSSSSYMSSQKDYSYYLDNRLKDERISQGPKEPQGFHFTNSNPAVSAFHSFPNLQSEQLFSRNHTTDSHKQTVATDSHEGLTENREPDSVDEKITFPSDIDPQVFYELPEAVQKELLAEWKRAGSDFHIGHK
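Fluorescent replication assay read twice, at 0 min and 10 min after adding 50 nM (final) substrate. Enzyme (10 nM) and compounds were first incubated 15 min at room temperature; enzyme-free buffer wells were negative controls.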
BLM helicase inh: Bloom syndrome helicase (human) inhibition. P54132. recombinant BLM DNA unwinding, fluorescence dequenching. Potency, µM (series often up to 56.1 µM), inactives show top-dose activity change, negative = inhibition, usual class: inhibitors. actives 0.2% (n = 350,000). AID 2528;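 further: plate controls were vehicle for no effect and no enzyme for full effect; nearly all actives have a fitted effect of over 35% in size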
G9a inh: inhibitors of human histone lysine methyltransferase G9a | actives 8.8% (n = 350,000) | Q96KQ7 | G9a H3K9 monomethylation, AlphaScreen, 2 h | Potency, µM (titrated, usually from 102 µM), inactives show at the top dose activity, negative = inhibition, actives largely listed as inhibitors | AID 504332; further: on the % scale 0 is the no-effect control and ±100 the full control effect; nearly all actives have a fitted effect of over 75% in size
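Compounds were preincubated with 20 nM G9a for 15 min, after which biotinylated H3K9 peptide (500 nM) and SAM (20 uM) started a 2 h room-temperature reaction. Monomethylated product was quantified by antibody-based AlphaScreen chemiluminescence.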
BAZ2B block: blocks human BAZ2B; AlphaScreen BAZ2B-H3K14Ac peptide displacement; Potency, µM (highest dose often 114 µM), inactives show top-dose activity change, negative = inhibition, actives largely listed as inhibitors; actives 4.4% (n = 360,000); further: on the % scale 0 is the no-effect control and ±100 the full control effect; nearly all actives have a fitted effect of over 60% in size
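Complex of BAZ2B and biotin-H3K14Ac (50 nM apiece) forms over 30 min at RT, then faces library compounds up to 110 uM for another 30 min; AlphaScreen beads added, 20 min dark incubation, luminescence read.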
JMJD2A Tudor inh: inhibitors of human JMJD2A Tudor domain; Potency, µM (titrated, usually from 114 µM), for inactives: at the highest dose activity change, negative = inhibition, most hits filed as inhibitors; O75164; AlphaScreen JMJD2A-Tudor / H3K4me3 peptide binding; actives 4.4% (n = 390,000); further: on the % scale 0 is the no-effect control and ±100 the full control effect; nearly all actives have a fitted effect of over 50% in size
PGK inhibitor: T. brucei PGK inhibition | Potency, µM (top dose mostly 57.5 µM), for inactives: at the top dose activity change, negative = inhibition, hits mostly inhibitors | PGK/GAPDH coupled, Kinase-Glo luminescence, 60 min | actives 0.043% (n = 380,000) | P07378; further: on the % scale 0 is the no-effect control and ±100 the full control effect; nearly all actives have a fitted effect of over 60% in size
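Luminescent ATP detection (Kinase-Glo Plus) follows a 60-minute room-temperature incubation, with wells lacking PGK as controls. Buffer: 100 mM TEA (pH 7.6), 5 mM MgCl2, 0.01% Tween-20. Coupling enzyme GAPDH (100 nM final) supplies unstable 1,3-BPG in-well.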
GLS inh: blocks human kidney-isoform glutaminase activity. Potency, µM (series often up to 45.5 µM), for inactives: at the highest dose activity change, negative = inhibition, hits mostly inhibitors. actives 0.21% (n = 410,000). O94925. AID 624170. GLS enzymatic activity, qHTS titration; further: on the % scale 0 is the no-effect control and ±100 the full control effect
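Enzyme dispensed in phosphate buffer (45 mM, pH 8.2, 0.02% Tween-20), compounds pinned in, then 1 mM L-glutamine solution and the glutamate oxidase–HRP–Amplex Red mix added; fluorescence read immediately and again after 30 min at room temperature.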
Numbers without * were called inactive; i = inactive; ? = inconclusive; . = not tested or not shown; [ ] = remark or other dose. Unless noted, the call rests on the fitted dose curve; in most records, active means well fitted curve in the direction sought with a large enough effect; inconclusive means small, poorly fitted or top-dose-only effect, or another doubt; inactive means no such curve, though single readings can be large; an effect the other way counts as inactive or inconclusive. Potency means the concentration at half of the fitted maximal effect. An excerpt (hit frequency here may not be typical).

Sample of the layout, three compounds:
cpd	Molecule	HP1b binding inh	Pin1 inh	POLI inh	BLM helicase inh	G9a inh
1	NC1=NN=C(N2N=C(c3ccc(Br)cc3)CC2(O)C(F)(F)F)n2ncnc2C1 (stereo not given)	26%	-8%	103%[activator]	-4%	122%[activator][59 µM]
2	CCOc1ccc(NC(=O)CCNC(=O)c2ccc(Br)cc2)cc1	26%	-1%	16%	-3%	24%
3	COc1cccc(NC(=O)c2ccc3c(c2)CCCC3)c1	40%[activator]	-5%	-5%	-3%	9%

cpd	BAZ2B block	JMJD2A Tudor inh	PGK inhibitor	GLS inh
1	1%	-11%	0%	0%
2	4%	-8%	-2%	-6%
3	1%[57.1 µM]	20%	-23%	2%

Main list, repeating the preview:
cpd	Molecule	HP1b binding inh	Pin1 inh	POLI inh	BLM helicase inh	G9a inh
1	NC1=NN=C(N2N=C(c3ccc(Br)cc3)CC2(O)C(F)(F)F)n2ncnc2C1 (stereo not given)	26%	-8%	103%[activator]	-4%	122%[activator][59 µM]
2	CCOc1ccc(NC(=O)CCNC(=O)c2ccc(Br)cc2)cc1	26%	-1%	16%	-3%	24%
3	COc1cccc(NC(=O)c2ccc3c(c2)CCCC3)c1	40%[activator]	-5%	-5%	-3%	9%
4	N#Cc1ccccc1NC(=O)CN1C(=O)NC(Cc2c[nH]c3ccccc23)C1=O (stereo not given)	25%	8%	70%[activator]	.	10µM*
5	CC(C)CN1C(=O)c2ccc(C(=O)Nc3ccccc3C(=O)O)cc2C1=O	-4%	-4%	12%	0%	?
6	CCOC(=O)c1oc2ccccc2c1NC(=O)COc1cccc(OC)c1	33%	0%	6%	-3%	32%[59 µM]
7	Cc1ccc(CNS(=O)(=O)c2cc3c4c(c2)C(C)C(=O)N4CCC3)cc1 (stereo not given)	48%[activator]	4%	37%[activator]	-1%	19%
8	O=C(Cn1cc(C(=O)C2CC2)c2ccccc21)NCc1ccc2c(c1)OCO2	34%[activator]	5%	-13%	-2%	-3%[12.7 µM]
9	COC(=O)CCCNC(=O)c1ccc(S(=O)(=O)NCc2ccco2)cc1	38%	-1%	23%	.	0%
10	CC1(C)CC(=O)c2cc(C(=O)NCc3ccco3)c(=O)n(-c3ccccc3)c2C1	15%	-6%	-9%	-1%	-38%[59 µM]

cpd	BAZ2B block	JMJD2A Tudor inh	PGK inhibitor	GLS inh
1	1%	-11%	0%	0%
2	4%	-8%	-2%	-6%
3	1%[57.1 µM]	20%	-23%	2%
4	-3%	-10%	0%	-4%
5	5%	22µM*	i	7%
6	-5%	3%	-6%	-9%
7	-11%	-4%	-2%	0%
8	-5%	-8%	-5%	-1%
9	5%	-3%	-13%	-10%
10	-4%	-22%	-1%	0%

Later entries
cpd	Molecule	HP1b binding inh	Pin1 inh	POLI inh	BLM helicase inh	G9a inh
11	COC(=O)c1cc2c(C(F)(F)F)nn(C)c2s1	16%	-2%	151%[activator]	-8%	-3%
12	CCC(NC(=O)CCCc1ccccc1)c1ccccc1 (stereo not given)	30%	0%	42%	3%	-3%[59 µM]
13	Cc1cccc(NC(=O)c2cc(NC(=O)CCCC(=O)O)ccc2Cl)n1	18%	2%	-16%	-10%	-30%[59 µM]
14	C=CCn1c(=O)c(C(=O)Nc2ncccc2O)c(O)c2ccccc21	59%[activator]	?	21%	-5%	.
15	CC1CCCCC1NC(=O)CCCc1nc2ccccc2c(=O)[nH]1 (stereo not given)	13%	-1%	20%	-2%	-23%[59 µM]
16	CCOc1ccc(CC(=O)Nc2ccc(S(=O)(=O)Nc3cc(C)on3)cc2)cc1OCC	-3%	-1%	13%	1%	18%[2.33 µM]
17	O=C(/C=C/c1cccc([N+](=O)[O-])c1)N1CCN(c2ccccc2F)CC1	29%	-7%	9%	-6%	-10%[59 µM]
18	O=C(Nc1nc2ccc(C(=O)N3CCCCC3)cc2s1)C1CCCCC1	43%[activator]	-1%	94%[activator]	-3%	3%
19	Cc1ccc(N(Cc2cccs2)C(=O)c2ccccc2)cc1	106%[activator]	-1%	24%	-5%	8%[59 µM]
20	Cc1cccc(N2C(=O)CC(N3CCN(Cc4ccc(Cl)cc4)CC3)C2=O)c1 (stereo not given)	44%[activator]	-8%	-8%	1%	40µM*

cpd	BAZ2B block	JMJD2A Tudor inh	PGK inhibitor	GLS inh
11	1%	2%	-1%	10%
12	-4%	5%	i	0%
13	-2%	-17%	i	-12%
14	?	-17%	4%	20%
15	7%	-12%	6%	0%
16	-10%	-12%	-1%	8%
17	-35%	-17%[57.1 µM]	i	5%
18	4%	-12%	-1%	-5%
19	24%	64%[activator]	-7%	6%
20	-16%	-12%	2%	1%

Overlap with the part before: 3 compounds; new compounds follow.
cpd	Molecule	HP1b binding inh	Pin1 inh	POLI inh	BLM helicase inh	G9a inh
18	O=C(Nc1nc2ccc(C(=O)N3CCCCC3)cc2s1)C1CCCCC1	43%[activator]	-1%	94%[activator]	-3%	3%
19	Cc1ccc(N(Cc2cccs2)C(=O)c2ccccc2)cc1	106%[activator]	-1%	24%	-5%	8%[59 µM]
20	Cc1cccc(N2C(=O)CC(N3CCN(Cc4ccc(Cl)cc4)CC3)C2=O)c1 (stereo not given)	44%[activator]	-8%	-8%	1%	40µM*
21	CCC(=O)N=c1ccn(C2=Nc3ccccc3NC2=C(C#N)C#N)cc1	-6%	1%	-4%	-1%	-6%
22	CCCCC1=CC2=C(c3ccco3)C(=O)C(C)(OC(=O)c3ccc(OC)cc3)C(=O)C2=CN1CCCOC(C)C (stereo not given)	?	?	27%	-8%[12.4 µM]	3%[12.7 µM]
23	CCN(CC)S(=O)(=O)c1ccc(C)c(NC(=O)CNc2cccc(S(=O)(=O)N3CCCC3)c2)c1	5%	0%	14%	.	-8%
24	O=[N+]([O-])c1cc2c(cc1/C=N\NS(=O)(=O)c1ccccc1)OCO2	23%	8%	?	-1%	4µM*
25	CCC(=O)N1CCc2cc(Br)cc(S(=O)(=O)N3CCCCC3CC)c21 (stereo not given)	58%[activator]	3%	95%[activator]	1%	-12%
26	COc1cc(CCCN2C(=O)C(=O)NC[C@@H]2Cc2ccc(O)cc2)cc(OC)c1OC	21%	-8%	53%[activator]	2%	13%[59 µM]
27	CN(C)c1ccc(/C=N/N2CCN(c3ccccn3)CC2)cc1	6%	-3%	8%	-1%	13µM*
28	Cc1nccc2oc(=O)c(NC(=O)c3ccc(Cl)cc3)cc12	70%[activator]	?	17%	-3%	-10%
29	O=C(N/N=C\c1ccc2c(c1)OCO2)c1ccco1	21%	-5%	-8%	4%	16%
30	O=C(c1ccccc1)N1CCN(c2ccc(NCc3ccc4c(c3)OCO4)cc2)CC1	45µM*	3%	16%	-2%	5µM*

cpd	BAZ2B block	JMJD2A Tudor inh	PGK inhibitor	GLS inh
18	4%	-12%	-1%	-5%
19	24%	64%[activator]	-7%	6%
20	-16%	-12%	2%	1%
21	-24%	-25%	6%	4%
22	?	?	1%	7%
23	6%	-33%	-5%	8%
24	-5%	-11%	6%	31%[activator]
25	-13%	-9%	i	-8%
26	-14%	-23%	-2%	19%
27	-28%	-28%	-1%	35%[activator]
28	1%	-10%	i	-9%
29	-1%	-8%	-11%	-5%
30	35µM*	50µM*	-4%	84%[activator]

Other results follow.
cpd	Molecule	HP1b binding inh	Pin1 inh	POLI inh	BLM helicase inh	G9a inh
31	CN1C(=O)/C(=C/c2ccccc2OCc2cccc(F)c2)N(C)C1=S	38%	1%	21%	5%	15%
32	COc1cccc(NC(=O)COC(=O)CC(NC(N)=O)c2ccc(Cl)cc2)c1 (stereo not given)	45%[activator]	-4%	-13%	-1%	8%[12.7 µM]
33	COc1ccc(Cl)cc1NC(=O)CN1C(=O)CSC1=O	14%	2%	8%	-2%	-10%[0.501 µM]
34	COc1ccc(N(C(=O)CCl)C(C(=O)NC2CCCCC2)c2cccnc2)cc1 (stereo not given)	38%	-7%	24%	3%	5%[59 µM]
35	COc1ccc(-n2nc(C(=O)Nc3ccc4c(c3)OCO4)c3ccccc3c2=O)c(OC)c1	40%[activator]	-2%	-12%	-3%	-10%[12.7 µM]
36	Cc1cc2occ(CC(=O)Nc3nnc(C4CC4)s3)c2cc1C	24%	-2%	-11%	0%	-7%[12.7 µM]
37	Cn1c(CC(=O)Nc2ccc(Cl)c(Cl)c2)nnc1SCC(=O)NCc1ccccc1	9%	5%	39%[activator]	1%	2%
38	COc1ccc(C(=O)c2ccsc2N)cc1	-1%[57 µM]	?	42%[activator]	-3%	?
39	Cc1ccc(C(=O)c2c(NC(=O)c3cccnc3)sc3c2CCCC3)cc1	-31%	7%	9%	-7%	?
40	O=C(Nc1nc(-c2cccnc2)cs1)c1ccccc1[N+](=O)[O-]	15%	-31%	105%[activator]	0%	-4%

cpd	BAZ2B block	JMJD2A Tudor inh	PGK inhibitor	GLS inh
31	?	2%	-8%	-26%
32	4%	-6%	-1%	-7%
33	-35%	-10%	-4%	-1%
34	7%	-20%	1%	19%
35	1%	8%[57.1 µM]	-4%	-1%
36	-15%	-15%	-14%	5%
37	1%	-5%	-5%	-13%
38	?	-34%	i	?
39	?	56µM*	-8%	-1%
40	-1%	-15%	-4%	3%

(list continues)
cpd	Molecule	HP1b binding inh	Pin1 inh	POLI inh	BLM helicase inh	G9a inh
41	O=C(COC(=O)c1cccc(Cl)c1)Nc1cc(S(=O)(=O)N2CCOCC2)ccc1N1CCOCC1	11%	19%	-8%	.	.
42	N/C(=N\OC(=O)c1ccccc1)c1cccnc1	31%	3%	3%	-3%	0%[0.501 µM]
43	COc1ccc2c(CN(C)c3ccccc3)cc(=O)oc2c1	31%	-3%	2%	-12%	?
44	Cc1ccnc(NC(=O)C(C)N2C(=O)c3ccccc3S2(=O)=O)c1 (stereo not given)	45%[activator]	-4%	33%[activator]	.	?

cpd	BAZ2B block	JMJD2A Tudor inh	PGK inhibitor	GLS inh
41	.	-22%	-9%	8%
42	2%	3%	0%	8%
43	?	-12%	1%	-3%
44	-32%	-12%	9%	-17%

Source: PubChem
